# GDH-TPI counter: inhibits GDH-TPI coupling enzymes, artifact for Mtb FBA screen; GDH-TPI coupled enzyme counterscreen, NADH absorbance; inhibition, % at 4.8 µM; 360,000 tested, 1.2% active; AID 588335; in the data active means inhibition above about 30%;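 further: 0% = DMSO wells and 100% = wells lacking the enzyme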
# Mtb UGM inh: blocks M. tuberculosis UGM enzyme; P9WIQ1; purified UGM, fluorescence polarization probe displacement; inhibition, % at 10 µM; 320,000 tested, 0.06% active; AID 504406; in the data active means inhibition above about 10%, passing the limit was not always enough
# Target sequence (P9WIQ1 whole entry, looked up): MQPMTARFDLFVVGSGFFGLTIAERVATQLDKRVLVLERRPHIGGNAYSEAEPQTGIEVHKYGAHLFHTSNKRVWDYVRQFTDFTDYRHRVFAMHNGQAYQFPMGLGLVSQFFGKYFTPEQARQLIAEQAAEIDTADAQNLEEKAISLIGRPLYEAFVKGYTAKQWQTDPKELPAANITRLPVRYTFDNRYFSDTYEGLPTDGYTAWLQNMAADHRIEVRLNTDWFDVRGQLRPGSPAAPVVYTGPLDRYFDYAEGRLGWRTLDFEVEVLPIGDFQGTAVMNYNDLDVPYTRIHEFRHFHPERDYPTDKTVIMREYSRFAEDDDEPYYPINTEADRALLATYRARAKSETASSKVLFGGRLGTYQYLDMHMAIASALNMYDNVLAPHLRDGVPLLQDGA
# SARS 3CLpro inh: SARS-CoV 3CLpro protease inhibition; P0C6X7; recombinant SARS-CoV 3CLpro, quenched FRET peptide cleavage; inhibition, % at 6 µM; 290,000 tested, 0.14% active; AID 1706; in the data active means inhibition above about 12%
# Rv3671c protease: inhibits the M. tuberculosis serine protease Rv3671c. AID 2606. inhibition, % at 5.96 µM. 320,000 tested, 0.048% active. P9WHR9; in the data active means inhibition above about 38%;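 further: extracellular domain of Rv3671c used as enzyme; 0% = enzyme with DMSO and 100% = no enzyme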
# MazEF act: increases E. coli MazEF RNase cleavage of RNA | P0AE70 | 350,000 tested, 0.32% active | FAM/BHQ RNA-DNA oligo cleavage fluorescence, 5 h | activation, % at 20 µM; in the data active means activation above about 50%
# Target sequence (P0AE70 whole entry, looked up): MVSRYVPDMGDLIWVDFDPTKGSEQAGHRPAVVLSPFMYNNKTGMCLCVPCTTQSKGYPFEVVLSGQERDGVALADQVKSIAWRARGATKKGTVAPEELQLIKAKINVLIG
# Mtb BioA inh: blocks M. tuberculosis BioA enzyme activity. AID 602481. purified M. tuberculosis BioA enzyme, plate reader. 360,000 tested, 0.096% active. inhibition, % at 9.99 µM; in the data active means inhibition above about 40%
# FBA Mtb inh: inhibitors of M. tuberculosis fructose-bisphosphate aldolase. P9WQA3. purified M. tuberculosis FBA, fluorescence read-out. inhibition, % at 1 µM. 360,000 tested, 2.3% active; in the data active means inhibition above about 27%;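 further: 0% = vehicle and 100% = reference inhibitor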
# Target sequence (P9WQA3 whole entry, looked up): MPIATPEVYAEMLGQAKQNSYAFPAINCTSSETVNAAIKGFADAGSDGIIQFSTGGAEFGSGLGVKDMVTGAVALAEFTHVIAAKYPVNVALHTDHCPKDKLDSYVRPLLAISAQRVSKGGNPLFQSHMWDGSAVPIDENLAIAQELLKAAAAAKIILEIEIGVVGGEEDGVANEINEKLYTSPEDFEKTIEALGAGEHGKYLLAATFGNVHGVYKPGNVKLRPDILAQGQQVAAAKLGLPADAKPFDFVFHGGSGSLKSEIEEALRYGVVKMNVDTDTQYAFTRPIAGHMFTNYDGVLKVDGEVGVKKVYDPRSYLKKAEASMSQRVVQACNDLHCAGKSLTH
# PriA SSB inh: blocks PriA binding to SSB C-terminal tail; AlphaScreen SSBct-PriA binding, biotinylated peptide; inhibition, % at 33 µM; 430,000 tested, 0.6% active; in the data active means inhibition mostly above about 37%, no sharp cut-off; inactive means mostly below about 20%;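 further: plate controls were negative control peptide for no effect and reference peptide for full effect; strong numbers were not always called active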
# VHR inh abs: inhibitors of human VHR1 phosphatase (DUSP3) | P51452 | recombinant VHR phosphatase, pNPP absorbance | inhibition, % at 13.3 µM | 290,000 tested, 0.52% active; in the data active means inhibition above about 50%; further: some compounds called inactive have numbers as strong as hits
# Target sequence (P51452 whole entry, looked up): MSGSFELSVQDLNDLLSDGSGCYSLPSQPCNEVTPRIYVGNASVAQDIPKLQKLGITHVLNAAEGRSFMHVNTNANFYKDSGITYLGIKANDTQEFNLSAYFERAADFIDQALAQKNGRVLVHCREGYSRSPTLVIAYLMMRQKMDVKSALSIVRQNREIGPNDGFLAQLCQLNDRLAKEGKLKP
# Vc quorum ag: induces V. cholerae light production without autoinducers | AID 588436 | V. cholerae BH1578 lux reporter, luminescence, 6 h | activation, % at 18.7 µM | 350,000 tested, 0.16% active; in the data active means activation mostly above about 9.7%, no sharp cut-off; further: not every result past the cut was called active; inactives centre near 0; reference of the scale not given here
# The depositor's hits bear a star; i = inactive; x = not tested or not shown; & = joins results of further samples. A portion of the library; rates above refer to the full screens.
No. | smiles | GDH-TPI counter | Mtb UGM inh | SARS 3CLpro inh | Rv3671c protease | MazEF act
1 | CCCN(CC(=O)Nc1ccc(C(N)=O)cc1)CC(=O)Nc1ccccc1C | -2 | -1.3 | -3 | -8 | 10
2 | FC(F)(F)c1cc(-c2ccco2)nc(NCc2cccnc2)n1 | 6 | 4.1 | -5 | -6 | 1
3 | COc1ccc(S(N)(=O)=O)cc1-c1nnc2c3ccccc3c(C)nn12 | 7 | -0.2 | -3 | -4 | 12
4 | O=C(NCc1cccc(F)c1)c1noc2c1CCCC2 | -3 | -0.4 | -3 | 4 | 7
5 | CCN(CC)C(=O)CP(=O)(c1ccccc1)c1ccccc1 | 14 | -1.5 | 2 | 0 | 9
6 | CC(Cc1ccccc1)NC(=O)c1cc([N+](=O)[O-])ccc1Cl (centres undefined) | -1 | 1.6 | 3 | 2 | 6
7 | Cn1c(C(C#N)C(=O)c2ccco2)nc2ccccc21 (centres undefined) | 33* | -1.0 | 2 | -2 | -3
8 | CCOC(=O)c1c(NC(=O)CSc2nnc(CNc3ccc(C)cc3C)o2)sc(C)c1C | 11 | -0.1 | 0 | 2 | -13
9 | Cn1ccnc1SCc1cccc([N+](=O)[O-])c1 | -6 | 1.9 | -1 | 8 | 5
10 | CC(C)n1c(SCC(N)=O)nc2c1c(=O)[nH]c(=O)n2C | -4 | x | -3 | x | 3
11 | Clc1ccc(Sc2cc(N3CCOCC3)nc(-c3ccccc3)n2)cc1 | -6 | -1.7 | -5 | -4 | -2
12 | O=C(CSc1nnc2ccccn12)NC(=O)Cc1ccccc1 | 1 | 0.2 | -2 | -1 | -15
13 | Cc1nccc(-c2ccc3c(c2)OCO3)n1 | 9 | 0.9 | 0 | -10 | -3
14 | CN(Cc1ccccc1)C(=O)c1csc([C@@H]2O[C@H](CO)[C@@H](O)[C@H]2O)n1 | -3 | x | x | x | x
15 | O=C(NCc1ccccc1C(F)(F)F)C1CCC(=O)N(C2CCCCCC2)C1 (centres undefined) | -6 | -0.3 | 0 | -4 | -1

No. | Mtb BioA inh | FBA Mtb inh | PriA SSB inh | VHR inh abs | Vc quorum ag
1 | x | 1 | -13 | 25 | i
2 | 0.3 | 4 | -3 | 35 | 2.9
3 | -0.9 | 1 | 5 | 4 | 5.7
4 | -0.7 | 0 | -9 | 15 | -0.1
5 | -3.2 | -2 | -7 | 14 | -1.0
6 | x | -1 | 1 | -11 | -0.5
7 | -2.1 | 4 | -7 | 28 | -3.6
8 | x | 0 | 10 | 18 | i
9 | -5.0 | 0 | -3 | 38 | -0.2
10 | x | -2 | -7 | -9 | -2.8
11 | -1.5 | 2 | -7 | 20 | -1.4
12 | x | 8 | -10 | 13 | i
13 | x | 29* | -9 | 2 | -0.8
14 | -1.4 | 0 | x | x | -0.7
15 | -0.4 | -1 | 8 | -28 | i

# Next section.
No. | smiles | GDH-TPI counter | Mtb UGM inh | SARS 3CLpro inh | Rv3671c protease | MazEF act
16 | CC(CCc1ccccc1)NC(=O)CSc1ccccn1 (centres undefined) | -6 | -1.6 | -6 | 0 | 10
17 | CC(=O)Nc1ccc(S(=O)(=O)N2CCC(C(=O)O)(c3ccccc3)CC2)cc1 | -2 | 1.8 | -1 | 6 | -3
18 | CC(=O)N1CCN(C(=O)Cn2c(=O)oc3ccccc32)CC1 | -2 | -2.6 | -4 | 2 | -1
19 | O=C(CCc1nnc(CCC2CCCCC2)o1)NCc1ccon1 | -1 | -1.0 | -3 | 6 | 2
20 | COc1ccccc1NNC(=O)c1cc(C(C)(C)C)nn1Cc1ccccc1 | -8 | -1.5 | 8 | 2 | -2
21 | COc1cc(NC(=O)COC(=O)c2ccc3ccccc3n2)cc(OC)c1 | -2 | x | x | x | -1
22 | Cc1cc(O)ccc1Nc1nc(-c2sc(N)nc2C)cs1 | 7 | -2.0 | 1 | -9 | 9
23 | CCOC(=O)C1=CN(Cc2ccco2)S(=O)(=O)N(CC)C1c1ccc(F)c(Cl)c1 (centres undefined) | -1 | x | x | x | -2
24 | CN(C(=O)c1cc2sccc2n1C)C1CCCCC1 | 23 | -1.3 | 2 | 0 | -1
25 | O=C(NCCc1ccccc1)C1CCCN1C(=O)Nc1ccccc1 (centres undefined) | 2 | 2.8 | -6 | -1 | 7
26 | O=[N+]([O-])c1cc([N+](=O)[O-])c(Oc2cc(Cl)ccc2Cl)cc1NC1CCCCCCC1 | -3 | -0.9 | 2 | -3 | -16
27 | COc1ccccc1CNC(=O)C(=O)NCC1OCCN1C(=O)c1ccc(Cl)cc1 (centres undefined) | -1 | 2.1 | 1 | -12 | -8
28 | c1ccc(CNc2nc(NCc3ccco3)nc(N3CCOCC3)n2)cc1 | 0 | 0.9 | 3 | 12 | -3
29 | CC1CCN(S(=O)(=O)c2cc([N+](=O)[O-])ccc2Cl)CC1 | 3 | 2.9 | 6 | -5 | 1
30 | COC(=O)c1c(NC(=O)CN2CCCc3ccccc32)sc(C)c1C | 0 | 1.4 | 0 | 3 | -4

No. | Mtb BioA inh | FBA Mtb inh | PriA SSB inh | VHR inh abs | Vc quorum ag
16 | 0.8 | -2 | -5 | 20 | -0.9
17 | -2.0 | 1 | -1 | 14 | 0.7
18 | 0.2 | 0 | -16 | 12 | -1.0
19 | x | 2 | -4 | 13 | -0.1
20 | 2.0 | 2 | -1 | -19 | -0.5
21 | -1.7 | 0 | 2 | x | -1.2
22 | 0.9 | -1 | 55 | 5 | -0.2
23 | -0.3 | 3 | -8 | x | 1.5
24 | -2.1 | 3 | -1 | 4 | -0.4
25 | -2.1 | 4 | 8 | -4 | -0.2
26 | -3.7 | 4 | x | 10 | -4.0
27 | 0.6 | 0 | -18 | 14 | -2.3
28 | x | -2 | 4 | 14 | i
29 | x | 2 | 24 | -21 | -0.3
30 | x | 0 | -4 | -7 | -0.4

# Reprinted at random: 2 entries already listed
No. | smiles | GDH-TPI counter | Mtb UGM inh | SARS 3CLpro inh | Rv3671c protease | MazEF act
2 | FC(F)(F)c1cc(-c2ccco2)nc(NCc2cccnc2)n1 | 6 | 4.1 | -5 | -6 | 1
3 | COc1ccc(S(N)(=O)=O)cc1-c1nnc2c3ccccc3c(C)nn12 | 7 | -0.2 | -3 | -4 | 12

No. | Mtb BioA inh | FBA Mtb inh | PriA SSB inh | VHR inh abs | Vc quorum ag
2 | 0.3 | 4 | -3 | 35 | 2.9
3 | -0.9 | 1 | 5 | 4 | 5.7

# The listing picks up, starting six compounds before the break.
No. | smiles | GDH-TPI counter | Mtb UGM inh | SARS 3CLpro inh | Rv3671c protease | MazEF act
25 | O=C(NCCc1ccccc1)C1CCCN1C(=O)Nc1ccccc1 (centres undefined) | 2 | 2.8 | -6 | -1 | 7
26 | O=[N+]([O-])c1cc([N+](=O)[O-])c(Oc2cc(Cl)ccc2Cl)cc1NC1CCCCCCC1 | -3 | -0.9 | 2 | -3 | -16
27 | COc1ccccc1CNC(=O)C(=O)NCC1OCCN1C(=O)c1ccc(Cl)cc1 (centres undefined) | -1 | 2.1 | 1 | -12 | -8
28 | c1ccc(CNc2nc(NCc3ccco3)nc(N3CCOCC3)n2)cc1 | 0 | 0.9 | 3 | 12 | -3
29 | CC1CCN(S(=O)(=O)c2cc([N+](=O)[O-])ccc2Cl)CC1 | 3 | 2.9 | 6 | -5 | 1
30 | COC(=O)c1c(NC(=O)CN2CCCc3ccccc32)sc(C)c1C | 0 | 1.4 | 0 | 3 | -4
31 | COc1cc(NC(=O)C(=O)N2CCN(C)CC2)c(OC)cc1Cl | 0 | -3.6 | -2 | -9 | -5
32 | O=C(Cn1cnc(S(=O)(=O)N2CCOCC2)c1)Nc1ccc(OC(F)(F)F)cc1 | 10 | -1.1 | -6 | 5 | 6
33 | CCN(CC)CCCn1c2c(c(SCC(=O)N3CCCc4ccccc43)nc1=O)CCC2 | 13 | -1.4 | x | 4 | -12
34 | Cc1nn(-c2ccccc2)c2sc(C(=O)n3cccn3)cc12 | 12 | 0.5 | x | -7 | -21
35 | COc1ccc(-c2nnc(SCC(=O)N3CCOCC3)o2)cc1 | 4 | 0.0 | -3 | 1 | 5
36 | COc1ccc(-c2c(-c3ccsc3)oc3ccc(N4CCOCC4)cc23)cc1 | 15 | 0.5 | x | 11 | -9
37 | CCc1c(O)cc(=O)n(-c2ccccc2)c1-c1ccccc1 | 4 | 3.2 | 0 | 1 | -9
38 | CN(CC(=O)O)S(=O)(=O)c1cc(Cl)ccc1Cl | 12 | -0.5 | 2 | -2 | -5
39 | Cc1nnc(SCC(=O)Nc2nc3ccccc3s2)n(N)c1=O | -7 | 1.3 | 2 | 4 | 4
40 | c1ccc(-c2ccnc3nc(-n4cccc4)nn23)cc1 | 20 | -1.3 | -3 | 4 | 9
41 | Cn1c(=O)c2c(nc(SCC(=O)c3ccccc3F)n2C)n(C)c1=O | x | 0.3 | 4 | 1 | x
42 | Cc1ccn2c(-c3n[nH]c(=S)n3C)c(C)nc2c1 | 1 | 1.8 | 1 | 4 | 8
43 | COC(=O)c1cc(CNC(=O)c2ccccc2Cl)ccc1OC | 2 | -1.2 | 5 | 3 | 10
44 | CCc1nc2c(OCc3ccc(C#N)cc3)cccn2c1N(C)C(=O)C(C)C | 11 | x | x | x | x
45 | CC(Oc1ccc(Br)cc1)C(=O)Nc1nc(-c2ccccn2)cs1 (centres undefined) | 2 | -1.1 | 2 | -12 | 2

No. | Mtb BioA inh | FBA Mtb inh | PriA SSB inh | VHR inh abs | Vc quorum ag
25 | -2.1 | 4 | 8 | -4 | -0.2
26 | -3.7 | 4 | x | 10 | -4.0
27 | 0.6 | 0 | -18 | 14 | -2.3
28 | x | -2 | 4 | 14 | i
29 | x | 2 | 24 | -21 | -0.3
30 | x | 0 | -4 | -7 | -0.4
31 | x | 4 | -12 | 17 | 0.1
32 | -0.8 | 3 | -9 | 15 | -0.3
33 | 1.6 | -4 | 29 | x | -1.7
34 | 2.9 | 9 | 2 | 19 | i
35 | -1.3 | -1 | -12 | 26 | i
36 | -2.4 | 8 | 10 | x | i
37 | 1.7 | 2 | -6 | 0 | -0.7
38 | 1.2 | 6 | 12 | 10 | i
39 | -0.8 | 0 | -7 | 21 | i
40 | x | 0 | -5 | -4 | i
41 | x | x | x | 22 | x
42 | -0.7 | 0 | 0 | 5 | -0.4
43 | x | 3 | -9 | -4 | i
44 | 3.9 | 2 | x | x | i
45 | -0.6 | 1 | 3 | 16 | -0.3

# (cont.)
No. | smiles | GDH-TPI counter | Mtb UGM inh | SARS 3CLpro inh | Rv3671c protease | MazEF act
46 | Cc1cccc(C)c1NC(=O)c1c(-c2ccccc2)noc1C | 2 | -3.4 | -9 | -4 | -4
47 | CC1CCCN(C2(O)C(=O)Nc3ccc(Br)cc32)C1 (centres undefined) | 10 | 0.3 | 5 | 3 | 2
48 | Cc1ccc(SCC(=O)OCC(=O)NC2CCCCCC2)cc1 | 1 | 2.1 | -1 | 4 | 1
49 | CC(C)NC(=O)C12CC3CC(C1)CC(n1cnc(Cl)n1)(C3)C2 | 7 | -0.8 | -3 | 3 | -8
50 | CCN(CC(=O)Nc1ccc(OC)cc1)C(=O)CCc1nc2ccccc2c(=O)[nH]1 | 1 | 2.1 | x | -1 | -2
51 | O=C1CC(c2ccc(F)cc2)Sc2nc(-c3ccccc3)c(-c3ccccc3)n21 (centres undefined) | 3 | -1.3 | 0 | -11 | -1
52 | CCN(CC)c1ccc(S(=O)(=O)N2CCCCC2)cc1NC(=O)C1CCC1 | -11 | -1.0 | x | -4 | 3
53 | NCCc1ccc(S(N)(=O)=O)cc1 | -3 | 0.1 | 1 | 0 | 4
54 | Cn1c(SCC(=O)N2CCN(c3ccccc3)CC2)nnc1-c1ccncc1 | 12 | 0.8 | -2 | 1 | 10

No. | Mtb BioA inh | FBA Mtb inh | PriA SSB inh | VHR inh abs | Vc quorum ag
46 | -2.6 | -1 | 1 | -5 | 1.8
47 | x | 0 | -8 | -14 | i
48 | 0.6 | -1 | -12 | 10 | 0.0
49 | 0.1 | 2 | 8 | 8 | i
50 | -1.5 | 1 | 0 | x | i
51 | x | 5 | 5&-2 | -6 | -0.3
52 | -0.9 | -2 | -10 | x | 4.2
53 | x | 0 | -10 | 30 | -0.3
54 | -0.1 | -1 | -9 | 44 | i
